CaV13 ICDI inh: Disruptors of the CACNA1D IQ motif to Ca2+-dependent inactivation inhibitor domain association, primary screening, Förster resonance energy transfer in intact living …; HEK cells, CFP/YFP FRET ICDI-IQ, plate reader, 10 min; percent FRET-ratio fall versus neutral wells; inhibition, % at 12.3 µM; actives 0.098% (n = 340,000); AID 743397;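 active means mean replicate inhibition of at least 30% and at least 1% of replicates passing that level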;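 further: 0% = median of the neutral control wells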
Peg3 prom inh: inhibitors of Peg3 promoter; HeLa PEG-Prom luciferase reporter, luminescence, overnight; inhibition, % at 20 µM; actives 1.7% (n = 360,000);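 active means inhibition of at least 50% at 20 µM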
HTR2A ag: agonists of mouse serotonin 5-HT2A receptor (HTR2A); AID 624169; P35363; actives 0.66% (n = 360,000); activation, % at 7.6 µM; CHO-K1 mHTR2A beta-arrestin complementation, luminescence; percent of 30 µM serotonin response;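 active means activation above a run cutoff, the mean activation of all tested compounds plus 3 SD, cut at about 14% in these data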;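 further: 0% = plate median of compound wells and 100% = 30 µM serotonin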
Target sequence (P35363 whole entry, looked up): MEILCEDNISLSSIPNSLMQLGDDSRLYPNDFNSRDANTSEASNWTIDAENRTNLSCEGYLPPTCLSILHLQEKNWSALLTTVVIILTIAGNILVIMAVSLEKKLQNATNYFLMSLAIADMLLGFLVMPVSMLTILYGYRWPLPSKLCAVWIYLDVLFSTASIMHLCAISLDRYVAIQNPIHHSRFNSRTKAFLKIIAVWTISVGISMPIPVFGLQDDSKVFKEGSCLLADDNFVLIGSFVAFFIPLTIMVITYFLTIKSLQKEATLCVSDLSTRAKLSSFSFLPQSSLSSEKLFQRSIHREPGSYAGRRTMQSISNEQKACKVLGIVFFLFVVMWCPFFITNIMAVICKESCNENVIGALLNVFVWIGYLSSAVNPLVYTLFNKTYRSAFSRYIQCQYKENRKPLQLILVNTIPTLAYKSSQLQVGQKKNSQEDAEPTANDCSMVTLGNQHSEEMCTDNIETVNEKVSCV
NR2E3 ag-1: activates human NR2E3 receptor. Q9Y5X4. CHO-S Gal4-NCOR/VP16-NR2E3 two-hybrid, luciferase. inhibition of corepressor binding, % at 3.98 µM. actives 0.35% (n = 360,000). AID 602229;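 active means inhibition above the mean of all tested compounds plus 3 SD, cut at about 70% in these data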;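 further: 0% = DMSO with NR2E3 transfected cells and 100% = cells lacking NR2E3 construct; higher means lower luciferase signal from less NR2E3 corepressor binding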
Target sequence (Q9Y5X4 whole entry, looked up, the tested form may be a part): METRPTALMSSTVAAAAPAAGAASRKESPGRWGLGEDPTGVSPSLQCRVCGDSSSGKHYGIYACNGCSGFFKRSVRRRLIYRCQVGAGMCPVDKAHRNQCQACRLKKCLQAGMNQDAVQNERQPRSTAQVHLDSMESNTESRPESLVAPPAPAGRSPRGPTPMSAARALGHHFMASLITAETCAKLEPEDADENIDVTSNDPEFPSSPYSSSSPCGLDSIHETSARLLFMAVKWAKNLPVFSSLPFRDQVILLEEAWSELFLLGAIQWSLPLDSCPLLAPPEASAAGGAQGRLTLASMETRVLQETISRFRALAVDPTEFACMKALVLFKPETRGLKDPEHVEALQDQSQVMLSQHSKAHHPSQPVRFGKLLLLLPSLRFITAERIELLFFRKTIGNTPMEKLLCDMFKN
MITF TRPM1 inh: MITF TRPM1 promoter inhibition in SK-MEL-5 cells. SK-MEL-5 TRPM1 promoter luciferase, 24 h. inhibition, % at 12.5 µM. actives 0.83% (n = 330,000);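 active means mean inhibition across replicates of 60% or more, whatever share of single replicates reaches that level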; further: values of inactives mirror those of a sister screen read the other way
PDI inh: blocks human protein disulfide isomerase activity | P07237 | PDI insulin aggregation turbidity, A650, 90 min | inhibition, % at 10 µM | actives 0.052% (n = 350,000);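 active means mean inhibition across replicates of 30% or more, whatever share of single replicates reach that level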;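 further: absorbance from insulin aggregation driven by PDI reduction with DTT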
Cardio protect: myocardial damage modulation in H9c2 cells; H9c2 cardiomyocytes, H2O2 injury protection, ATPLite, 2 h; protection from H2O2 cell death, % at 20 µM; actives 0.63% (n = 360,000);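 active means compounds giving at least 50% protection of heart cells from peroxide-induced death in the single-dose screen, raw or plate-pattern-corrected value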;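 further: 0% = DMSO wells with peroxide and 100% = DMSO wells without peroxide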
NR2E3 ag-2: NR2E3 (human) agonism. Q9Y5X4. GST-NR2E3/biotin-RetCOR TR-FRET, 1536-well. inhibition of corepressor binding, % at 4.78 µM. actives 0.12% (n = 320,000). AID 2300;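 active means percent inhibition above the cutoff of mean plus 3 SD of all tested compounds, set per screening campaign, cut at about 20% in these data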;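 further: 0% = DMSO wells and 100% = biotin wells as full block of FRET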
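Test system: GST-NR2E3 and biotin-RetCOR proteins | Quantity: 1.35 nM GST-tagged NR2E3 final | Medium: Tris pH 7.5 | Also added: 7 nM biotin-RetCOR | Dosing: Compound at 4.8 µM, single dose | Timing: 5 h at 4 °C | Detection: Time-resolved FRET | Read-out basis: Percent inhibition | Benchmarks: Biotin wells as high control, 0.6% DMSO wells as low control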
iPSC survival up: hiPSC single-cell survival enhancement | survival enhancement, % at 20 µM | ATPlite luminescence; 100% = ROCK inhibitor wells, 0% = DMSO | actives 0.044% (n = 360,000); in the data active means survival enhancement above about 18%;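 further: cells exposed to compounds for 16 hours before the ATP read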
Shn3 3UTR inh: inhibitors of Schnurri-3 3'UTR reporter in osteoblasts; Clone20 osteoblast Shn3 3'UTR firefly luciferase, 24 h; AID 588674; actives 0.52% (n = 360,000); inhibition, % at 12.5 µM;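 active means mean inhibition of at least 75% with every replicate also reaching 75%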;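 further: 0% = median of neutral control wells and 100% = pilot-screen positive control compound; some compounds past the cut are filed as inactive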
HIF-2a inh: inhibitors of HIF-2a; AID 624352; 786-0 RCC cells HIF-2a reporter, luciferase luminescence, overnight; inhibition, % at 18.8 µM; actives 0.72% (n = 360,000);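 active means inhibition of the luminescence signal of 40% or more relative to plate controls, in a single-dose primary screen at 18.75 µM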
* hit, by the source's call; . = no result given.

Value order: CaV13 ICDI inh	Peg3 prom inh	HTR2A ag	NR2E3 ag-1	MITF TRPM1 inh	PDI inh	Cardio protect	NR2E3 ag-2	iPSC survival up	Shn3 3UTR inh	HIF-2a inh
1	CC(=O)c1ccccn1
→ .	-4	-2	-38	0	.	0	1	-1.8	-7	6
2	Cc1ccc(C)c(N(CC(=O)NC2CCCC2)C(=O)CCCC(=O)Nc2ccccn2)c1
→ .	-5	3	7	6	3	14	.	1.7	4	2
3	COc1cccc(C2=NOC(C(=O)Nc3cc(C)on3)C2)c1 (configuration not stated)
→ -7	8	-3	-6	-3	-1	-2	3	-0.4	3	13
4	C=C[C@H](Cc1ccccc1)N(Cc1ccccc1)S(=O)(=O)N(Cc1ccccc1)[C@H](C=C)Cc1ccccc1
→ -12	8	3	-13	-13	-3	-10	.	-0.5	53	20
5	COc1ccc(-c2ccc3nnc(SCC(=O)N4CCCC4)n3n2)cc1
→ -6	15	-1	2	6	4	-1	0	0.9	-29	5
6	COc1ccc(Br)cc1CN(C)C(=O)c1cnc(C)cn1
→ -5	-82	6	-28	3	1	-4	-1	-0.4	6	-45
7	CC1CC(=O)c2cnc(Nc3ccccc3)nc2C1 (configuration not stated)
→ -7	-231	-1	-111	-55	4	-10	-2	-2.0	-60	-190
8	CCOC(=O)c1cnc2cc(-c3ccc(C)cc3)nn2c1C
→ -4	-342	0	-44	.	-2	-8	.	-2.2	-134	-297
9	O=C(Cc1sc(-c2ccccc2)nc1-c1ccccc1)Nc1ccccc1
→ -5	7	0	-2	-10	1	9	-2	-5.1	23	-27
10	NC(=O)c1ccc(Cl)c2ccccc12
→ -5	-17	1	-38	1	3	0	0	-0.2	-22	58*
11	COc1ccc(NC(=O)c2cc(S(=O)(=O)N3CCCC3)ccc2C)cn1
→ -3	5	0	-8	10	-1	-4	5	-0.6	-3	7
12	Cc1ccc(C(=O)OCC(=O)N2CCCc3ccccc32)cc1C
→ -5	-4	-3	-21	-21	-3	0	.	0.4	-7	-15
13	COc1ccc(S(=O)(=O)Nc2cccc3c2O[C@H](CN(C)C(=O)Nc2c(C)noc2C)[C@@H](C)CN([C@H](C)CO)C3=O)cc1
→ -10	-9	2	-13	-1	-2	6	.	-0.2	4	14
14	CCOC(=O)C1=NN(c2ccccc2)C2(S1)SC(C(C)=O)=C(C)N2c1ccccc1 (configuration not stated)
→ -8	1	3	-1	11	-8	12	3	-2.4	24	0
15	Cc1ccc(C)c(-c2cc(C(=O)Nc3cccc(C(=O)O)c3)c3ccccc3n2)c1
→ -5	2	1	-5	4	-4	2	7	0.2	7	-3

Twelve entries from above, arranged by SMILES length, ascending:
Value order: CaV13 ICDI inh	Peg3 prom inh	HTR2A ag	NR2E3 ag-1	MITF TRPM1 inh	PDI inh	Cardio protect	NR2E3 ag-2	iPSC survival up	Shn3 3UTR inh	HIF-2a inh
1	CC(=O)c1ccccn1
→ .	-4	-2	-38	0	.	0	1	-1.8	-7	6
10	NC(=O)c1ccc(Cl)c2ccccc12
→ -5	-17	1	-38	1	3	0	0	-0.2	-22	58*
7	CC1CC(=O)c2cnc(Nc3ccccc3)nc2C1 (configuration not stated)
→ -7	-231	-1	-111	-55	4	-10	-2	-2.0	-60	-190
6	COc1ccc(Br)cc1CN(C)C(=O)c1cnc(C)cn1
→ -5	-82	6	-28	3	1	-4	-1	-0.4	6	-45
8	CCOC(=O)c1cnc2cc(-c3ccc(C)cc3)nn2c1C
→ -4	-342	0	-44	.	-2	-8	.	-2.2	-134	-297
3	COc1cccc(C2=NOC(C(=O)Nc3cc(C)on3)C2)c1 (configuration not stated)
→ -7	8	-3	-6	-3	-1	-2	3	-0.4	3	13
5	COc1ccc(-c2ccc3nnc(SCC(=O)N4CCCC4)n3n2)cc1
→ -6	15	-1	2	6	4	-1	0	0.9	-29	5
11	COc1ccc(NC(=O)c2cc(S(=O)(=O)N3CCCC3)ccc2C)cn1
→ -3	5	0	-8	10	-1	-4	5	-0.6	-3	7
2	Cc1ccc(C)c(N(CC(=O)NC2CCCC2)C(=O)CCCC(=O)Nc2ccccn2)c1
→ .	-5	3	7	6	3	14	.	1.7	4	2
14	CCOC(=O)C1=NN(c2ccccc2)C2(S1)SC(C(C)=O)=C(C)N2c1ccccc1 (configuration not stated)
→ -8	1	3	-1	11	-8	12	3	-2.4	24	0
4	C=C[C@H](Cc1ccccc1)N(Cc1ccccc1)S(=O)(=O)N(Cc1ccccc1)[C@H](C=C)Cc1ccccc1
→ -12	8	3	-13	-13	-3	-10	.	-0.5	53	20
13	COc1ccc(S(=O)(=O)Nc2cccc3c2O[C@H](CN(C)C(=O)Nc2c(C)noc2C)[C@@H](C)CN([C@H](C)CO)C3=O)cc1
→ -10	-9	2	-13	-1	-2	6	.	-0.2	4	14

New compounds follow:
Value order: CaV13 ICDI inh	Peg3 prom inh	HTR2A ag	NR2E3 ag-1	MITF TRPM1 inh	PDI inh	Cardio protect	NR2E3 ag-2	iPSC survival up	Shn3 3UTR inh	HIF-2a inh
16	O=c1cc(CN(Cc2ccccc2)Cc2ccccc2)c2c(ccc3ccccc32)o1
→ -5	10	-1	-13	.	.	-6	.	-3.0	-19	26
17	CC1Oc2ccccc2N(CC(=O)NCCN2CCOCC2)C1=O (configuration not stated)
→ .	9	-3	-20	0	7	12	2	-0.3	8	7
18	CC(=O)Nc1ccc(-n2cc(-c3ccccc3)[nH]c2=S)cc1
→ -5	-39	-2	-16	4	-5	0	-3	-0.6	-2	-53
19	Cc1nn(-c2c(Cl)cc(Cl)cc2Cl)c(=O)c2ccccc12
→ -1	14	-1	-10	9	3	-12	1	1.0	16	19
20	CC(C)(O)CC[C@@H](O)[C@](C)(O)C1CC[C@@]2(O)C3=CC(=O)[C@]4(O)C[C@@H](O)[C@@H](O)C[C@]4(C)C3CC[C@]12C (some centres not stated)
→ -11	-4	-1	25	5	1	-3	6	-3.3	-4	20
21	Cc1cccnc1NC(=O)CNC(=O)COc1ccccc1
→ -6	-1	-2	10	-4	7	4	2	0.8	4	15
22	Cc1ccc(-c2c(C(=O)N/N=C/c3cccc(Cl)c3)nnn2-c2nonc2N)cc1
→ -13	-11	-10	-4	-2	4	5	-3	0.4	-2	8
23	Cc1[nH]c2ccccc2c1C(=O)COC(=O)C1CCC1
→ -10	-12	5	-14	-4	6	-1	3	1.0	4	12
24	COc1ccc(CSc2nnc(N)s2)cc1F
→ -5	-79	3	-35	-28	16	-10	2	7.9	-12	-125
25	COc1ccc(C(=O)NC2CC3CCCC(C2)N3Cc2ccccc2)cc1 (configuration not stated)
→ -4	18	-7	3	-5	-1	5	0	-0.4	-17	17
26	Cc1nn(Cc2ccccc2)c(N)c1-c1ccccc1
→ -3	-13	1	3	1	15	-13	2	6.3	-13	-17
27	Cc1c(Br)c([N+](=O)[O-])nn1CC(=O)N1CCN(Cc2ccccc2)CC1
→ -6	21	2	11	6	-13	6	5	4.2	0	8
28	N#CC1=C(N)N(c2ccccc2)C(=O)C1
→ .	7	-1	-7	8	10	-1	2	-1.2	-4	23
29	O=C1CCC(C(=O)N2CCC(O)(c3ccccc3)CC2)CN1CCc1ccccc1 (configuration not stated)
→ .	1	6	-25	-2	11	3	.	0.0	7	8
30	O=c1[nH]cnc(O)c1C(c1ccc(F)cc1)c1c(O)nc[nH]c1=O
→ -5	-7	-3	-28	4	12	0	3	-0.7	-3	8
31	Cc1occc1-c1nnc(SCC(=O)Nc2ccc(F)cc2)n1Cc1ccccc1
→ -4	13	2	-22	-3	-3	7	-1	-2.1	0	29
32	COc1ccc(CCNC(=O)c2cc(S(=O)(=O)N3CCOCC3)ccc2F)cc1
→ -16	6	-1	-1	8	4	1	-3	-0.1	16	14
33	CCN(c1ccccc1)S(=O)(=O)c1cc(NC(=O)C2CC2)ccc1Cl
→ -16	7	-5	-4	.	-1	-4	.	-0.7	11	11
34	C=CCn1c(O)c(C2=c3ccccc3=NC2=O)sc1=Nc1ccc(O)cc1
→ -10	63*	-2	-12	34	21	-36	-2	-0.8	-36	18
35	Cn1nnc(NC(=O)C(c2ccccc2)c2ccccc2)n1
→ -4	11	5	11	11	15	5	3	0.1	-23	11
36	COc1cc(/C=N/NC(=O)c2cc(-c3ccccc3)nc3ccccc23)ccc1O
→ -19	-23	-14	0	12	4	21	1	-0.2	1	-15
37	CC(C)(C)NC(=O)NCc1ccco1
→ -17	-3	3	-9	0	-1	0	3	0.3	10	10
38	COc1cccc(-c2nc(N3CCCCC3C)c3ccccc3n2)c1O (configuration not stated)
→ -5	-4	-4	-52	14	-6	-9	0	-3.1	5	10
39	CC(C)(C)Nc1nc(OCC#N)nc(N2CCCCC2)n1
→ -5	30	1	-13	22	-3	-14	0	-0.1	2	20
40	CC(C)CC(NC(=O)C1CCC(C)CC1)C(=O)NCc1cccnc1 (configuration not stated)
→ .	-6	-6	-8	7	-1	2	2	-0.3	4	-10
41	COc1cc2nc(N(CCCN(C)C)C(=O)c3ccc(S(=O)(=O)N4CCc5ccccc5C4)cc3)sc2cc1OC
→ -6	36	-3	-7	12	5	-14	-1	-0.4	-27	-4
42	COc1ccc(COC(=O)Oc2ccc(CNC(C)=O)cc2OC)c([N+](=O)[O-])c1
→ -12	-4	-4	-37	-2	-23	-6	-2	1.5	-3	15
43	CCCCNC(=O)c1cc2nc3c(c(C(F)(F)F)n2n1)CCc1ccccc1-3
→ -4	-8	-2	-6	2	5	-6	0	-1.6	2	-27

High-throughput results (PubChem BioAssay)
